Yeast eIF2B – eIF2B (yeast) activity modulation | S. cerevisiae eIF2B-epsilon R284H, GCN4-lacZ luminescence | inhibition, % at 25 µM (by protocol) | 27,000 compounds, 0.91% hits | AID 688;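 active means mutant luminescence inhibited past about 50% while wild type luminescence and mutant growth stay under set limits, limit read from the data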; further: some compounds called inactive have numbers as strong as hits
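Times: 16 h growth with compound at 30 °C, 90 min Beta-Glo step; Assay system: yeast eIF2B-epsilon R284H mutant carrying GCN4–beta-galactosidase fusion; Measure: % inhibition of reporter signal and growth versus controls; Dosing: one concentration, 25 µM, 0.25% DMSO; Buffer or medium: YPD yeast growth medium; Measured by: Beta-Glo luminescence plus absorbance at 595 nm.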
Yeast growth tox – Inhibitors of S. cerevisiae growth, toxicity; S. cerevisiae wild-type growth, A595 turbidity, 16 h; growth inhibition, % at 25 µM (by protocol); 30,000 compounds, 0.3% hits; AID 685;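 active means mutant and wild-type yeast strains alike exhibit over 30% growth inhibition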;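 further: 0% = untreated cell controls and 100% = YPD media blanks without cells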
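System – wild-type and eIF2Bepsilon-R284H mutant S. cerevisiae, screened separately · Measured by – absorbance at 595 nm (turbidity) · Timing – 16 h compound exposure during growth at 30 °C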
Yeast growth tox inhibition % – second read-out of Yeast growth tox, no call of its own (marks repeat the call); growth inhibition, %; S. cerevisiae eIF2Bepsilon-R284H mutant growth, A595 turbidity, 16 h;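 each compound tested once at 25 µM; 0% equals untreated cells and 100% equals cell-free medium blanks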
Yeast eIF2B mutant toxicity – second read-out of Yeast eIF2B, no call of its own (marks repeat the call); growth inhibition, %; measured here: mutant yeast growth, toxicity;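 each compound tested once at 25 µM; zero equals untreated control growth and 100 equals blank medium absorbance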
Numbers without * were called inactive; . = not tested or not shown.

item	SMILES	Yeast eIF2B	Yeast eIF2B mutant toxicity
1	CCCCN1C(=O)C(NC(=O)c2cccnc2)(C(F)(F)F)C2=C1CC(C)(C)CC2=O (centres undefined)	14	-52
2	Cn1c(=O)n(C)c2cc(NC(=O)C(F)(F)F)ccc21	1	.
3	CN(C)c1ccc(-c2nn3c(-c4ccc(Cl)cc4)nnc3s2)cc1	33	12
4	CCn1c(COc2cccc(OC)c2)nnc1SCC(=O)N1CCOCC1	.	.
5	Cc1nnc(NC(=O)c2ccc3ccccc3c2)o1	15	.
6	O=C(Nc1ccc(F)cc1)N1CCn2c(nc3ccccc32)C1	2	-2
7	Cc1cc(N2C(=O)CC(C(C)c3ccccc3)C2=O)no1 (centres undefined)	.	.
8	Cc1c(C(=O)NCc2ccccn2)oc2ccccc12	13	-9
9	COc1cc(S(=O)(=O)NCCCN2CCOCC2)ccc1Cl	.	.
10	CCCOC(=O)c1ccc(Nc2cc(C)nc3ncnn23)cc1	23	-19
11	COC(=O)c1ccc(CSc2nc(N)cc(N)n2)cc1	-3	8
12	CC(C)C1N=C2c3ccccc3N=C(SCC#N)N2C1=O (centres undefined)	14	13

item	Yeast growth tox	Yeast growth tox inhibition %
1	-21	-52
2	.	.
3	-31	12
4	7	29
5	12	0
6	8	-2
7	9	-3
8	0	-9
9	7	8
10	14	-19
11	2	8
12	16	13

Following part.
item	SMILES	Yeast eIF2B	Yeast eIF2B mutant toxicity
13	O=C(Nc1ccc(F)cc1F)c1cc2ncc(Br)cn2n1	-1	-11
14	COc1ccccc1N1CCN(C(=O)c2sc3nc(-c4ccccc4)cn3c2C)CC1	1	.
15	O=C(O)C1CC1C(=O)N1CCN(c2ccc(Cl)c(Cl)c2)CC1 (centres undefined)	8	16
16	COc1ccccc1Cc1nnnn1CC(=O)O	-46	-35
17	Cc1csc(SCC(=O)c2c(N)n(C)c(=O)n(C)c2=O)n1	33	-10
18	COc1ccc(C(=O)NCCN2CCOCC2)cc1OC	18	.
19	CC(C)CNS(=O)(=O)c1ccc(CCC(=O)N2CCN(Cc3ccc4c(c3)OCO4)CC2)cc1	6	.
20	CCOC(=O)C(NC(=O)c1ccccc1)=C(C)C	32	24
21	O=C(Nc1ccc2oc(=O)ccc2c1)c1cccnc1Cl	4	.
22	CCCn1c(=O)c(C(=O)Nc2c(C)n(C)n(-c3ccccc3)c2=O)c(O)c2ccccc21	30	-2
23	CCOC(=O)c1[nH]c2ccc(OC)cc2c1NC(=O)C(C)N1CCC2(CC1)OCCO2 (centres undefined)	-16	17
24	c1ccc(C(c2ccccc2)N2CCN(c3nc4ccccc4n4cnnc34)CC2)cc1	-28	-14

item	Yeast growth tox	Yeast growth tox inhibition %
13	-4	-11
14	-16	0
15	14	16
16	13	-35
17	9	-10
18	15	0
19	0	0
20	9	24
21	44	0
22	13	-2
23	4	17
24	-8	-14

(continued)
item	SMILES	Yeast eIF2B	Yeast eIF2B mutant toxicity
25	O=C(c1cc2c(s1)CCC2)N1CCN(c2ccccc2)CC1	11	19
26	Cn1c(=O)c2c(nc(N3CCCCC3)n2CCNC2=NCCC2)n(C)c1=O	25	7
27	COC(=O)c1cc2sccc2n1Cc1ccc(C)cc1	21	5
28	CC1=CCC(Cc2nc3ccccc3o2)C1(C)C (centres undefined)	1	.
29	O=C(c1ccc(Cn2cc(Cl)cn2)cc1)N1CCN(c2ccccc2)CC1	.	.
30	Cn1c(CN2CCCCC2)nc2cc(NC(=O)c3ccccc3)ccc21	.	.
31	N#C/C(C(=O)Oc1ccccc1)=C1\C=Cc2ccccc2N1	-15	.
32	COc1ccc(S(=O)(=O)NCc2ccc(C(=O)N(C)Cc3ccco3)cc2)cc1	16	6
33	O=C(Cn1nnc(-c2ccc(N3CCOCC3)cc2)n1)OC1CCCCC1	5	-18
34	CCOc1ccc(N(CC(=O)Nc2ccc(OC)cc2)S(C)(=O)=O)cc1	8	.
35	O=C(O)CCC(=O)NC1CCCCC1	7	12
36	O=C(CSc1nc(-c2ccco2)cc(C(F)(F)F)n1)N1CCCc2ccccc21	12	-15

item	Yeast growth tox	Yeast growth tox inhibition %
25	9	19
26	20	7
27	13	5
28	5	0
29	13	7
30	14	7
31	-1	0
32	-4	6
33	43	-18
34	5	0
35	5	12
36	-10	-15

Of the compounds above, these contain an aryl thioether with sulfur outside any ring.
item	SMILES	Yeast eIF2B	Yeast eIF2B mutant toxicity
4	CCn1c(COc2cccc(OC)c2)nnc1SCC(=O)N1CCOCC1	.	.
11	COC(=O)c1ccc(CSc2nc(N)cc(N)n2)cc1	-3	8
17	Cc1csc(SCC(=O)c2c(N)n(C)c(=O)n(C)c2=O)n1	33	-10
36	O=C(CSc1nc(-c2ccco2)cc(C(F)(F)F)n1)N1CCCc2ccccc21	12	-15

item	Yeast growth tox	Yeast growth tox inhibition %
4	7	29
11	2	8
17	9	-10
36	-10	-15

Further structures follow:
item	SMILES	Yeast eIF2B	Yeast eIF2B mutant toxicity
37	CCOCCCNC(=O)C(NC(=O)C1CCC(=O)N1)c1ccc(C)cc1 (centres undefined)	23	19
38	COc1ccc(C2=CC(c3sccc3C)n3nnnc3N2)cc1 (centres undefined)	56*	.
39	O=Cc1ccc(Sc2nnc(-c3ccccc3)o2)c([N+](=O)[O-])c1	.	.
40	CC12C(=O)N(c3ccccc3C(=O)O)C(=O)C1C1C=CC2C1 (centres undefined)	20	15
41	CCN(CC)C(=O)CSc1ncnc2c1cnn2-c1ccccc1	-34	-13
42	O=C(c1ccc2c(=O)n(Cc3ccco3)c(=S)[nH]c2c1)N1CCN(c2ccccc2)CC1	21	-4
43	CCOc1ccccc1C(=O)Nc1cc(Cl)ccc1O	27	15
44	CC1CCN(CC(=O)N2CCCc3c2c(=O)oc2ccc(OCc4ccccc4)cc32)CC1	.	.
45	Cc1cc(C(=O)CSc2nc(N)cc(N)n2)c(C)n1CCc1ccc(F)cc1	25	14
46	COC(=O)CNC(=O)c1ccccc1F	.	.
47	CCOC(=O)C1=C(C)NC(=O)NC1c1ccc(OCC(=O)N2CCCCC2)cc1 (centres undefined)	27	.
48	Cc1cccc2cc(COC(=O)C3CCCO3)c(=O)[nH]c12 (centres undefined)	18	-35

item	Yeast growth tox	Yeast growth tox inhibition %
37	10	19
38	14	0
39	8	21
40	7	15
41	1	-13
42	-27	-4
43	15	15
44	23	5
45	22	14
46	20	16
47	15	0
48	-3	-35

Further entries:
item	SMILES	Yeast eIF2B	Yeast eIF2B mutant toxicity
49	O=c1[nH]nc(Cc2ccc3ccccc3n2)c2ccccc12	28	-23
50	COC(=O)CNC(=O)C(C)(C)Oc1ccc(Cl)cc1	16	15
51	COC(=O)c1cc2c(ccn2-c2ccc(F)cc2)n1CC(=O)N1CCN(C(=O)c2ccco2)CC1	18	.
52	O=C(Cn1cnc2c(nnn2-c2ccc(F)cc2)c1=O)NCC1CCCO1 (centres undefined)	24	-4
53	COC(=O)/C(C(C)=O)=C(\C=C\N(C)C)N(C)C	26	6
54	Clc1ccc(-n2nnnc2-c2cnc(-c3ccccn3)nc2-c2cccs2)cc1	11	.
55	CCOn1c(=O)c(-c2ccc(Cl)cc2)[n+]([O-])c2ccccc21	.	.
56	Cc1onc(-c2ccccc2)c1C(=O)N1CCN(C(=O)c2ccco2)CC1	-4	.
57	CCCCNc1nc2ccccc2[nH]1	17	-10
58	CC(=O)OC1=C(C#N)Cn2ccc3cccc1c32	4	-5
59	Cn1c(O)c(C=Nc2ccc(Cc3ccncc3)cc2)c(=O)n(C)c1=O	15	.
60	Cc1ccc2nc(Nc3nc(C)cc(C(F)(F)F)n3)nc(C)c2c1	7	10

item	Yeast growth tox	Yeast growth tox inhibition %
49	22	-23
50	-1	15
51	4	0
52	-1	-4
53	0	6
54	.	.
55	20	-11
56	.	.
57	-10	-10
58	1	-5
59	1	0
60	4	10

Profiles, looked up by structure.
Record of COC(=O)CNC(=O)C(C)(C)Oc1ccc(Cl)cc1 = Yeast eIF2B = 16; Yeast eIF2B mutant toxicity = 15; Yeast growth tox = -1; Yeast growth tox inhibition % = 15
Record of Cc1nnc(NC(=O)c2ccc3ccccc3c2)o1 = Yeast eIF2B = 15; Yeast eIF2B mutant toxicity = .; Yeast growth tox = 12; Yeast growth tox inhibition % = 0

The list continues.
item	SMILES	Yeast eIF2B	Yeast eIF2B mutant toxicity
61	O=C(Nc1ccc(F)cc1)C1CCN(c2nnnn2-c2ccccc2)CC1	8	4
62	CN(C)c1ccc(C(=O)c2ccccc2)cc1	.	.
63	Cc1ccc(N(CC(=O)NCc2ccccc2Cl)S(=O)(=O)c2cccs2)cc1	22	3
64	CCN(CC)S(=O)(=O)c1cccc(C(=O)N[C@H](C(=O)O)C(C)C)c1	.	.
65	O=c1cc(N2CCN(Cc3ccccc3)CC2)[nH]c(=O)n1-c1cccc(C(F)(F)F)c1	21	-12
66	CN1C(=O)SC(Nc2ccccc2)C1=O (centres undefined)	.	.
67	COCCCN1C(=O)C(O)=C(C(C)=O)C1c1cccc(F)c1 (centres undefined)	-2	.
68	CCOC(=O)c1cc2occc2n1CC(=O)Nc1ccc(OC)cc1OC	9	.
69	CCOC(=O)N1CCC(n2c(SCC(=O)Nc3ccccc3OC)nc3ccccc3c2=O)CC1	3	4
70	COc1ccc2c(c1)CCc1c(C(=O)NCc3cccnc3)noc1-2	60*	.
71	O=C(c1ccccc1F)N1CCN(Cc2ccccc2F)CC1	31	3
72	Cn1ncc(Cl)c1C(=O)N1CCc2ccccc21	25	2

item	Yeast growth tox	Yeast growth tox inhibition %
61	-7	4
62	26	23
63	3	3
64	9	2
65	-8	-12
66	-7	-10
67	-2	0
68	-7	0
69	-13	4
70	-10	-7
71	13	3
72	15	2

More structures:
item	SMILES	Yeast eIF2B	Yeast eIF2B mutant toxicity
73	O=c1[nH]c(-c2ccncc2)nc2ccccc12	.	.
74	CS(=O)(=O)N(CCc1ccccc1)CC(=O)NCc1ccncc1	20	13
75	Cc1ccc(C)c(S(=O)(=O)Nc2ccc3scnc3c2)c1	23	-5
76	CC(=O)C(=Nc1ccccc1Cl)NNc1ccc(Cl)cc1	5	4
77	O=C(CN1CCCC1)NCC12CC3CC(CC(C3)C1)C2	3	3
78	COc1ccccc1-n1c(SCC(=O)Nc2cccc3ccccc23)nc(O)cc1=O	.	.
79	CCOc1ccc(CCNC(=O)C2CCN(S(=O)(=O)N3CCOCC3)CC2)cc1OCC	20	-9
80	COc1ccc(-c2cc(C(=O)N3CC4(C)CC3CC(C)(C)C4)no2)cc1OC (centres undefined)	21	6
81	COc1ccc(NC(=O)c2cc(OC)c(OC)c(OC)c2)cn1	26	.
82	Cc1c(C=O)c(C=O)c(C)n1Cc1ccccc1	-2	5
83	Cc1ccc(S(=O)(=O)NCc2cn3ccsc3n2)c(C)c1	20	18
84	COc1ccc(N(C(=O)c2ccccc2OC(C)=O)C(C)C2CC2)cc1 (centres undefined)	12	-17

item	Yeast growth tox	Yeast growth tox inhibition %
73	20	16
74	24	13
75	-19	-5
76	-16	4
77	12	3
78	22	26
79	-7	-9
80	-5	6
81	.	.
82	8	5
83	25	18
84	7	-17

The listing continues.
item	SMILES	Yeast eIF2B	Yeast eIF2B mutant toxicity
85	CN1C(C)(C)CC(NC(=O)CCC(=O)NC2CC(C)(C)N(C)C(C)(C)C2)CC1(C)C	24	20
86	O=C(c1c[nH]c2ccc(S(=O)(=O)N3CCOCC3)cc2c1=O)N1CCN(c2ccccn2)CC1	-3	17
87	CC(C)[C@H](NC(=O)Nc1ccccc1F)C(=O)O	5	-5
88	COc1cc(-c2nc(-c3ccccc3)c(-c3cccs3)[nH]2)cc(OC)c1O	.	.
89	CCN(CC)S(=O)(=O)c1cccc(-c2nnc(SCC(=O)NC3CCCCCCC3)n2N)c1	.	.
90	CCCC(C)c1nnc(NC(=O)C2CCCO2)s1 (centres undefined)	34	.
91	Cc1nn(C(C)(C)C)c(OC(=O)c2cccs2)c1Sc1ccccc1	.	.
92	COc1ccc(C2CC(=O)N3C(=C2C#N)SCC3(O)c2ccccc2)cc1 (centres undefined)	5	3
93	CCOC(=O)c1sc(NS(=O)(=O)c2ccccc2Cl)nc1C	.	.
94	Cc1cc(NCc2ccccn2)nc2ccccc12	15	3
95	COc1ccc(C2C3=C(Nc4ncnn42)c2ccccc2CCC3)cc1 (centres undefined)	-3	-4
96	O=C(c1cccs1)c1coc2ccc(O)c(CN3CCOCC3)c12	.	.
97	CC(=O)c1cnc2c(-c3ccccc3)c(C)nn2c1C	16	-5
98	CCOC(=O)C(C)c1ccc2cc(OC)ccc2c1 (centres undefined)	1	-7
99	CCOC(=O)N1CCN(C(=O)c2nn(-c3cc(OC)cc(OC)c3)c(=O)c3ccccc23)CC1	57*	.

item	Yeast growth tox	Yeast growth tox inhibition %
85	5	20
86	8	17
87	20	-5
88	14	12
89	-5	10
90	-18	0
91	10	9
92	5	3
93	20	24
94	15	3
95	22	-4
96	-18	-14
97	8	-5
98	-34	-7
99	-26	0

Source: PubChem BioAssay

Not all compounds are listed; rates above refer to the full screens.
